NOD1 NF-kB reporter: inhibition of NOD1-driven NF-kB reporter – cell-based, luminescence, uHTS, primary screen (AID 1578); hit rate 1% among 290,000; NOD1-driven NF-kB luciferase reporter cells, luminescence; higher % means a stronger effect; one-dose inhibition, % at 4 µM; EC50 in µM for titrated hits; in the data active means inhibition mostly above about 36%, no sharp cut-off; inactive means mostly below about 34%;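 further: HEK-293T reporter cells stimulated with the NOD1 agonist gamma-tri-DAP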
GPR35 arrestin U2OS: GPR35 antagonists blocking zaprinast-driven arrestin recruitment, primary screen, imaging, U2OS, beta-arrestin-GFP, zaprinast agonist (AID 2058). hit rate 0.052% among 290,000. U2OS GPR35 beta-arrestin-GFP translocation imaging, zaprinast antagonism; higher % means a stronger effect. inhibition, % at 10 µM, or IC50 in µM where a hit was titrated;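 active means inhibition of at least 50% with at least 30 cells and total cytoplasm GFP at most 10,000,000; inconclusive means under 30 cells or total GFP of 10,000,000 plus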
KOR beta-arrestin-1: kappa opioid receptor activators – cell-based, luminescence, uHTS, primary screen (AID 1777); KOR beta-arrestin recruitment, luminescence; higher % means a stronger effect; hit rate 0.02% among 280,000; activation, % at 10 µM; hits with a dose series show EC50 in µM; in the data active means activation above about 50%, passing the limit was not always enough; further: a part of the inactive calls stands beside numbers as strong as those of hits
Myeloid diff MLP: myeloid differentiation induction; ER-HoxA9 myeloid progenitors, lysozyme-GFP differentiation, flow cytometry; calls only at 10 µM; hit rate 1% among 360,000; AID 624256;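 active means normalized GFP-positive differentiation at or above the plate's own cutoff, the solvent-only control mean plus 3 SD; inconclusive means no clear call, values can overlap the other calls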;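 further: cells exposed to compound for four days before flow analysis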
NOD2 inhibition: inhibition of NOD2-driven NF-kB reporter – cell-based, luminescence, uHTS, HEK293 (AID 1566); HEK293 NOD2/NF-kB luciferase reporter, luminescence; higher % means a stronger effect; one-dose inhibition, % at 4 µM; EC50 in µM for titrated hits; hit rate 0.63% among 290,000; further: many of its hits are not listed in these tables
GPR55 activation: GPR55 agonists via beta-arrestin recruitment, primary screen, imaging, U2OS cells, beta-arrestin-GFP redistribution (AID 1961); hit rate 0.048% among 290,000; U2OS GPR55 beta-arrestin-GFP redistribution imaging; higher % means a stronger effect; one-dose activation, % at 10 µM; EC50 in µM for titrated hits;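 active means activation above 40% with more than 50 cells counted in the well; inconclusive means wells holding fewer than 50 cells, flagged as toxic or sparse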;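 further: U2OS osteosarcoma cells stably expressing GPR55 and beta-arrestin-GFP; plate controls were DMSO negative control for no effect and LPI positive control for full effect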
HIV peptide binding: cell-free HIV fusion peptide-binding blockers – biochemical, uHTS, fluorescence dequenching, primary screen (AID 1986). cell-free peptide binding, fluorescence dequenching, 30 min; higher % means a stronger effect. hit rate 0.3% among 290,000. inhibition, % at 20 µM; hits with a dose series show IC50 in µM; in the data active means inhibition mostly above about 52%, no sharp cut-off; inactive means mostly below about 76%; further: some results filed as inactive read as strong as hits
KOR beta-arrestin-2: KOR antagonists, beta-arrestin recruitment, cell-based, luminescence, uHTS (AID 1778); KOR beta-arrestin recruitment, luminescence, antagonist mode; higher % means a stronger effect; inhibition, % at 10 µM; hits with a dose series show IC50 in µM; hit rate 0.091% among 290,000; further: strong numbers were not always called active
GPR55 antagonists: inhibition of LPI-stimulated GPR55 beta-arrestin translocation – imaging, U2OS, beta-arrestin-GFP, LPI agonist, primary screen (AID 2013) | U2OS GPR55 beta-arrestin-GFP translocation imaging, LPI antagonism; higher % means a stronger effect | inhibition, % at 10 µM; hits with a dose series show IC50 in µM | hit rate 0.13% among 290,000;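 active means spots per cell inhibited over 60%, with over 100 cells counted and total cytoplasm intensity under 500,000; inconclusive means wells with under 100 cells, flagged as likely toxic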;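 further: U2OS cells stably carrying GPR55 and arrestin-GFP stimulated by 5 µM LPI near EC80; imaged beta-arrestin-GFP aggregate spots per cell after agonist stimulation; plate controls were LPI-stimulated DMSO wells for no effect and DMSO wells without LPI for full effect; some results filed as inactive read as strong as hits; confirmed hits need IC50 under 10 µM and bright autofluorescent wells are also inconclusive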
Myeloid diff MLP GFP+ MAC1+ %: second read-out of Myeloid diff MLP, no call of its own (marks repeat the call); GFP+ MAC1+ double positive, %; measured here: differentiation confirmed by MAC1 staining
Numbers without * were called inactive; i = inactive; ? = inconclusive; . = no result given; + = active, no number; [ ] = remark or other dose. Unless noted, no stated cut-off is given here; in the data, active means inhibition above about 50%; inactive means the rest. The list is partial; count on the stated rates, not on these rows.

SMILES	NOD1 NF-kB reporter	GPR35 arrestin U2OS	KOR beta-arrestin-1	Myeloid diff MLP	Myeloid diff MLP GFP+ MAC1+ %	NOD2 inhibition	GPR55 activation	HIV peptide binding	KOR beta-arrestin-2	GPR55 antagonists
Cc1cc(=O)n2[nH]c(N)c(N=Nc3ccccc3)c2n1	-26%	-5%	1.6%	i	2.1	-4%	-0.2%	5.8%	12%	-2%
Cc1ccc(OCC(=O)NNc2c3ccccc3nc3ccccc23)cc1	52%	7%	19%	i	0.2	24%	-0.1%	-4.1%	10%	-1%
COCCNC(=O)CN(C(=O)CCC(=O)Nc1ccccn1)c1ccccc1F	-54%	-15%	-1.1%	i	0.4	15%	1.0%	0.3%	-21%	-2%
CC1CCN(c2ccc(NC(=O)c3ccc(Br)o3)cc2)CC1	-77%	2%	-2.8%	i	0.8	-88%	-0.1%	-1.1%	17%	20%
S=C(c1c[nH]c2ccc(Br)cc12)N1CCOCC1	-13%	-6%	-2.9%	i	0.3	2%	-0.4%	-0.4%	20%	0%
O=C(NCCc1ccccc1)C1CC1	-2%	3%	-4.3%	i	0.6	-8%	-0.1%	-0.7%	20%	9%
CCOC(=O)c1ccc(NC(=O)CN2C(=O)CSC2=O)cc1	6%	17%	-1.0%	i	1.6	0%	-1.0%	-4.0%	-16%	1%
CCOC(=O)N1N=C(c2ccc(C)cc2)CC1(O)C(F)(F)F (stereo unspecified)	-16%	3%	-1.2%	i	6.3	-97%	0.3%	-1.4%	16%	-6%
CCOc1ccc(Cc2c(Cl)nc(SC)nc2OC)cc1	14%	18%	5.9%	i	0.5	-2%	0.2%	-2.2%	10%	-15%
CCCCNC(=O)N(O)C1N(/N=C/c2ccccc2OC)C(=S)SC1(C)C (stereo unspecified)	2%	-10%	-1.9%	i	1.0	1%	0.2%	-1.8%	30%	2%
O=C(O)C1C2C=CC(C2)C1C(=O)OC1CC2CCC1C2 (stereo unspecified)	0%	28%	-2.5%	+	20*	-7%	0.3%	-1.2%	-20%	19%
CCOC(=O)Cc1nc2cc(Cl)ccc2o1	-28%	4%	.	i	0.3	8%	0.5%	-0.6%	20%[20 µM]	16%
CC(=O)N(c1ccc(N(C(C)=O)S(=O)(=O)c2cccs2)cc1)S(=O)(=O)c1cccs1	3%	-3%	-3.9%	i	0.6	2%	-0.2%	-1.6%	21%	-3%
O=C(Cc1c[nH]c2ccccc12)NCc1ccccc1F	-34%	1%	-0.5%	i	0.0	-5%	-0.3%	3.6%	-2%	6%
CS(=O)(=O)N(CC(=O)N1CCCC1)c1ccc(Cl)cc1	-23%	7%	-1.5%	i	1.1	0%	-0.3%	0.6%	-29%	10%
COC(=O)CNC(=O)c1cccc(-c2ccc(OC)cc2)c1	-30%	9%	-8.4%	i	0.1	-1%	-0.1%	-0.4%	4%[20 µM]	4%
CC(=O)NS(=O)(=O)c1ccc(Nc2ccc([N+](=O)[O-])c3nonc23)cc1	7%	-9%	-2.9%	i	0.2	19%	-1.9%	8.2%	14µM*	18%
CCOC(=O)N1CCN(S(=O)(=O)c2ccc(OC)c(C(=O)N3CCCCC3)c2)CC1	26%	14%	0.6%	i	2.2	-2%	-0.2%	-2.0%	25%	7%
CC1CCCCC1NC(=O)c1ccc(S(=O)(=O)NCC2CCCO2)cc1 (stereo unspecified)	-10%	23%	.	i	0.5	5%	0.2%	-0.4%	-28%[20 µM]	5%
COc1cc(/C=C/C(=O)c2ccc(F)cc2)cc(OC)c1OC	41%	-4%	1.5%	?	.	-30%	0.1%	-0.7%	-54%[20 µM]	7%
COc1cc2c(cc1NC(=S)Nc1ccccc1C)oc1ccccc12	-12%	2%	2.9%	i	0.7	-23%	-0.1%	-2.2%	26%	-3%
COc1ccc(C(=O)Nc2ccc3c(c2)nc(CN2CCCC2)n3C)cc1	-30%	-6%	-3.3%	i	0.2	15%	0.6%	-2.1%	8%	10%
CCOC(=O)C1CCCN(c2c(NCCc3ccc(C)cc3)c(=O)c2=O)C1 (stereo unspecified)	-2%	0%	3.3%	i	0.7	9%	-0.1%	0.6%	25%	-3%
CCOc1ccc(NC(=O)C2CCCN(c3nc(C)cc(C)n3)C2)cc1 (stereo unspecified)	31%	-18%	2.4%	i	0.7	22%	-0.2%	1.2%	-1%	7%
O=C1CCCC2=C1C(O)(C(F)(F)F)C(=O)N2Cc1ccccc1 (stereo unspecified)	-17%	6%	-2.8%	i	0.4	19%	-0.4%	2.7%	-24%	6%
CN1CCN(C(=O)/C(=C/c2cccnc2)NC(=O)c2cccc(Br)c2)CC1	-12%	14%	3.6%	i	0.8	-6%	-0.4%	-0.7%	-5%	7%
COc1ccc(C2SCCN2S(=O)(=O)c2ccccc2)cc1OC (stereo unspecified)	-12%	-4%	3.7%	i	1.2	10%	-0.2%	-1.1%	-33%	-6%
CCOc1cc2c(C#N)c(N3CCOCC3)nc(N)c2c(N)n1	-4%	2%	-4.5%	i	1.2	-42%	-0.1%	-1.9%	10%	-6%
CC(=O)NC(CCS(C)(=O)=O)C(=O)Nc1cc(C)ccc1C (stereo unspecified)	14%	-3%	-3.7%	i	1.0	-8%	0.3%	2.7%	-16%	1%
Cn1c(Cl)c(/C=N/OC(=O)C2CC2)c2ccccc21	7%	-4%	-3.0%	i	0.8	-27%	-0.1%	-0.3%	-1%	-1%
CCC(C)[C@H](NC(=O)N1CC(=O)Nc2ccccc21)C(=O)N[C@H](Cc1c[nH]c2ccccc12)C(=O)O (stereo partly specified)	2%	-18%	-0.4%	i	2.7	3%	-0.1%	1.7%	-28%[20 µM]	-2%
COc1ccc(N2CCN(C(c3cccs3)C(C)NC(=O)c3ccco3)CC2)cc1 (stereo unspecified)	-21%	0%	-3.7%	i	5.7	9%	-0.1%	-1.7%	10%	7%
Cc1cc(C)n(C(=O)CSc2nnc(SCC(=O)n3nc(C)cc3C)s2)n1	-10%	12%	-4.9%	i	1.0	4%	-0.2%	1.3%	-22%	-14%
COc1ccc(CCNc2c([N+](=O)[O-])ncn2C)cc1OC	1%	3%	2.6%	i	0.6	16%	-0.1%	0.8%	-17%	8%
O=C(Cc1ncc(C(F)(F)F)cc1Cl)N1CCN(c2ccc(F)cc2)CC1	-9%	-6%	-4.2%	i	1.8	2%	0.0%	-0.5%	30%	-4%
O=C(c1cccnc1)N1CCN(C(=O)c2cccs2)CC1	-19%	0%	-1.0%	i	0.2	5%	0.0%	1.4%	-10%	14%
COc1ccc(Br)cc1CNc1ccc(O)cc1	12%	24%	3.4%	i	0.0	1%	-0.1%	12%	-99%	-18%
O=C(O)CC(NC(=O)c1ccccc1NC(=O)c1ccccc1)C(=O)O (stereo unspecified)	-30%	1%	-5.7%	i	1.4	4%	-0.1%	1.7%	18%	6%
CCC(c1nnc(SCC(=O)Nc2cc(Cl)ccc2C#N)n1C1CCCCC1)N(C)C (stereo unspecified)	27%	0%	23%	i	0.5	3%	-0.3%	-2.5%	-13%	3%
Cc1ccc(S(N)(=O)=O)cc1NC(=O)/C=C/c1ccc2c(c1)OCO2	-40%	-7%	2.0%	i	0.0	-12%	-0.2%	2.6%	-28%	8%
COc1cccc(C(=O)NN=C2CCCC2)c1	-5%	7%	-2.6%	?	.	18%	0.3%	0.1%	2%	7%
COCCCNC(=O)c1ccccc1SC	-14%	7%	1.4%	i	0.4	5%	0.3%	-0.8%	14%	9%
O=C(Nc1nnc(-c2ccncc2)o1)c1ccc(Br)s1	-14%	-6%	0.0%	i	0.2	13%	-0.2%	12%	-46%	-2%
CCn1nnnc1SCC(=O)c1cc(OC)ccc1OC	-14%	7%	8.1%	i	1.2	8%	0.4%	-0.7%	8%	2%
CC(/C=N/N1C(=O)CSC1=S)=C\c1ccccc1	-23%	-18%	-6.2%	i	0.6	13%	-0.2%	8.5%	19%	-3%
CCc1ccc(NC(=O)CC2C(=O)NCCN2C(=O)c2ccc(F)cc2)cc1 (stereo unspecified)	0%	4%	4.9%	i	0.3	4%	-0.1%	-1.4%	2%	6%
CC(C)(C)c1nc(SCC(=O)N2CC(=O)Nc3ccccc32)c2ccccc2n1	-8%	11%	.	i	1.5	17%	0.4%	0.4%	-37%[20 µM]	2%
O=C(O)c1ccc(Nc2nc(-c3cc4ccccc4oc3=O)cs2)cc1O	-21%	1%	-4.4%	i	0.3	10%	-0.3%	11µM*	-16%	5%
C=CCSc1nc(C)c(CC(=O)OCCCC)c(=O)[nH]1	6%	14%	1.2%	.	.	12%	0.3%	-1.9%	-5%	8%
CCN(CC)c1ccc(NC(=O)c2ccccc2OCC(=O)OC)cc1	-17%	-1%	2.7%	i	0.2	0%	-0.2%	-2.7%	-30%	-3%
Cc1ccc(Cl)cc1N1CCN(C(=O)Cc2c(C(=O)O)[nH]c3ccccc23)CC1	2%	16%	16%	i	7.3	3%	0.2%	40%	-20%	-4%
Cc1ccc(Nc2nc(N)nc(CSc3nncn3C)n2)cc1	14%	1%	6.7%	i	1.1	10%	-0.4%	0.2%	17%	-3%
C/C(CC(=O)Nc1ccc(OCc2ccccc2)cc1)=N\NC(=O)C(=O)Nc1ccc(C)c(Cl)c1	-38%	-5%	2.1%	i	0.6	-13%	-0.1%	0.6%	16%	12%
Cn1cc(CN2CCCC(C(=O)c3ccc(-c4ccccc4)cc3)C2)cn1 (stereo unspecified)	-18%	2%	-2.2%	i	0.2	3%	0.2%	-1.3%	-21%	14%
Cc1ccc(C(=O)CC(=O)c2cccc(F)c2)c(O)c1	-8%	-5%	2.1%	i	0.4	0%	0.3%	-1.7%	-68%	-2%
CCOC(=O)N/N=C\c1ccc(OC/C=C/c2ccccc2)c(OC)c1	-35%	8%	-2.5%	i	4.3	-4%	0.0%	2.1%	8%	16%
ClCC1CN(Cc2ccccc2Cl)CCO1 (stereo unspecified)	-18%	-12%	-4.2%	i	0.5	11%	-0.1%	-2.0%	-7%	-7%

HIV peptide binding: hit marks shown above
SMILES	NOD1 NF-kB reporter	GPR35 arrestin U2OS	KOR beta-arrestin-1	Myeloid diff MLP GFP+ MAC1+ %	NOD2 inhibition	HIV peptide binding	KOR beta-arrestin-2
O=C(O)c1ccc(Nc2nc(-c3cc4ccccc4oc3=O)cs2)cc1O	-21%	1%	-4.4%	0.3	10%	11µM*	-16%

From PubChem
